CHRM5 agonist: human M5 muscarinic receptor agonists, primary screen, CHO-K1 cells, Fluo-8 calcium fluorescence; activation, % at 3 µM; actives 0.19% (n = 360,000); Muscarinic acetylcholine receptor M5 (Homo sapiens), P08912; CHO-K1 hM5 cells; 0% DMSO wells, 100% maximal acetylcholine response; AID 624037, 2012;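 active = activation above the run's mean over test compounds plus 3 SD, cut at about 23% in these data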;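 also: signal is peak over basal fluorescence ratio across the kinetic read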
Target sequence (P08912 whole entry, looked up): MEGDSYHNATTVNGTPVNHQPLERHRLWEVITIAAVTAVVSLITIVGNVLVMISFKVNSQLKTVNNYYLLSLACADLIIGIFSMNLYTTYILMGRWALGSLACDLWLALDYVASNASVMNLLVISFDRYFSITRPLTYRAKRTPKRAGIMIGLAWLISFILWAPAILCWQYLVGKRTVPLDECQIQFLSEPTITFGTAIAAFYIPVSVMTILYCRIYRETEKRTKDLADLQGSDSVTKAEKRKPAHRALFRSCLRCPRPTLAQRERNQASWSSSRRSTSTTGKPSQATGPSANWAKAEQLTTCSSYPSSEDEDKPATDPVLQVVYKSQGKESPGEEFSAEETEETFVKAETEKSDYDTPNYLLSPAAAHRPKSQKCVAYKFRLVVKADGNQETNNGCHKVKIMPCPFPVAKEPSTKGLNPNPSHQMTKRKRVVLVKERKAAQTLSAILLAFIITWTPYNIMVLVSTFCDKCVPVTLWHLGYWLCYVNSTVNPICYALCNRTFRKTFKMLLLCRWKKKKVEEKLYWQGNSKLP
M4 antag: human M4 muscarinic receptor antagonists, primary screen, CHO cells, Fluo-8 calcium fluorescence; CHO-hM4 cells, ACh EC80; inhibition, % at 3 µM; actives 0.73% (n = 360,000);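 active = inhibition above its plate's cutoff, the mean inhibition of sample wells plus 3 SD, cut at about 27% in these data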;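 also: 0% = acetylcholine EC80 with DMSO and 100% = DMSO without agonist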
Target sequence (P08173 whole entry, looked up): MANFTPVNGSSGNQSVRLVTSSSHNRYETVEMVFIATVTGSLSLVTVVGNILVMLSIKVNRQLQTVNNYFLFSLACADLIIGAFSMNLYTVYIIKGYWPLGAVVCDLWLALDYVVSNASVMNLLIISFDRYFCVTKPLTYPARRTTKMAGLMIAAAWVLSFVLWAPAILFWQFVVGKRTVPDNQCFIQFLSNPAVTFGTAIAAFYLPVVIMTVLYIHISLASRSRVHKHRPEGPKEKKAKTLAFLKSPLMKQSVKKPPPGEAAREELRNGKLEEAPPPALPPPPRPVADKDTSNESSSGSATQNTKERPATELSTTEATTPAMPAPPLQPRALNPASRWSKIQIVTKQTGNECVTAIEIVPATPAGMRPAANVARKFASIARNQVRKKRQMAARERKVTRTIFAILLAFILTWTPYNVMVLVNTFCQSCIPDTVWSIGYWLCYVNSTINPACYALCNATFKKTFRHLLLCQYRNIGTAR
CRFBP-R2 block: antagonists of CRF-BP/CRF-R2 complex, primary screen, cell-based, HEK293, calcium dye fluorescence, uHTS; CRF-induced calcium fluorescence; inhibition, % at 11.8 µM; actives 0.59% (n = 350,000);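 active = inhibition of the ligand-induced calcium signal above about 50% at the single tested concentration, limit read from the data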
M5 antag: human M5 muscarinic receptor antagonists, primary screen, CHO cells, Fluo-8 calcium fluorescence | Muscarinic acetylcholine receptor M5 (Homo sapiens), P08912 | CHO-hM5 cells, ACh EC80 | inhibition, % at 3 µM | actives 0.59% (n = 360,000);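 active = inhibition above a per-plate cutoff, the mean of that plate's test compounds plus 3 SD, cut at about 27% in these data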;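 also: 0% = acetylcholine EC80 with DMSO and 100% = DMSO without agonist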
CRFR2-BP ag: agonists of CRF-BP/CRF-R2 complex, primary screen, cell-based, HEK293, calcium dye fluorescence, uHTS. CRF-binding protein / CRF receptor 2 complex (human). calcium dye fluorescence (FLIPR); percent of saturating CRF peptide response. activation, % at 13.2 µM. actives 0.46% (n = 350,000);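 active = activation of at least 50%, plus an integration ratio under a set limit after plate pattern correction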;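 also: plate controls were neutral control wells without compound for no effect and CRF at EC100 for full effect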
CHRM5 PAM: human M5 muscarinic receptor positive allosteric modulators, primary screen, CHO-K1 cells, Fluo-8 calcium fluorescence; activation, % at 3 µM; CHO-K1 hM5, ACh EC20 PAM; 0% = ACh EC20, 100% = ACh EC100; actives 0.3% (n = 360,000); Muscarinic acetylcholine receptor M5 (Homo sapiens), P08912;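 active = activation above the run cutoff, the mean activation of all test compounds plus 3 SD, cut at about 18% in these data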
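Test system: CHO-K1 hM5 cells / Doses: single-point, 3 µM nominal / Times: Post-acetylcholine fluorescence recording 140 s / Technique: Fluo-8 calcium fluorescence / Measure: Max/basal fluorescence ratio as % of EC20–EC100 ACh window / Benchmarks: low control EC20 acetylcholine (0%), high control EC100 acetylcholine (100%) / Replicates: one well per compound, no replicates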
M4 PAM: human M4 muscarinic receptor positive allosteric modulators, primary screen, CHO-K1 cells, Fluo-8 calcium fluorescence; Muscarinic acetylcholine receptor M4 (Homo sapiens), P08173; CHO-K1 hM4/Gqi5, ACh EC20; 0% = ACh EC20, 100% = maximal ACh; activation, % at 3 µM; actives 0.4% (n = 360,000); AID 624126, 2012;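 active = activation above its plate's cutoff, the mean activation of sample wells plus 3 SD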; also: some results filed as inactive read as strong as hits
CHRM4 agonist: human M4 muscarinic receptor agonists, primary screen, CHO-K1 cells, Fluo-8 calcium fluorescence | Muscarinic acetylcholine receptor M4 (Homo sapiens), P08173 | CHO-K1 hM4/Gqi5; vehicle 0%, full acetylcholine response 100% | activation, % at 3 µM | actives 0.14% (n = 360,000);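 active = activation above the run mean over all test wells plus 3 SD, cut at about 32% in these data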;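 also: peak over basal fluorescence ratio per well then scaled between controls; 0% = DMSO wells and 100% = acetylcholine at EC100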
M1 PAM: human M1 muscarinic receptor positive allosteric modulators, primary screen, CHO-K1 cells, Fluo-8 calcium fluorescence, 1536-well. activation, % at 3 µM. CHO-K1 hM1, ACh EC20; 0% = ACh EC20, 100% = maximal ACh. AID 588819, 2011. actives 0.088% (n = 360,000); in the data active = activation above about 19%, passing the limit was not always enough
The depositor's hits bear a star; nt = not tested or not shown.

SMILES	CHRM5 agonist	M4 antag	CRFBP-R2 block	M5 antag	CRFR2-BP ag	CHRM5 PAM	M4 PAM	CHRM4 agonist	M1 PAM
CC(=O)N1c2ccc(S(=O)(=O)N3CCC(C(=O)Nc4ccc(C)cn4)CC3)cc2CC1C (stereo not given)	-1	-8	1	-4	-1.9	-2	3	4	2
CCNC(=O)COC(=O)c1ccc(NS(=O)(=O)c2ccc3c(c2)OCCO3)cc1	1	-1	19	-6	-0.4	-8	0	0	7
CC(C)N(Cc1ccccc1)C(=O)Cn1c(=O)cnc2ccccc21	4	1	1	4	0.7	5	0	2	10
O=c1c(O)c(-c2cc(O)c(O)c(O)c2)oc2cc(O)cc(O)c12	2	-11	-58	0	2.7	-4	1	0	2
COc1ccc(-c2nc(SC(CC(=O)NCCN3CCOCC3)c3cccs3)n[nH]2)cc1 (stereo not given)	2	-13	3	1	1.4	8	12	0	9
CN(Cc1nnc(SCC(=O)NCCc2ccccc2)n1C)S(=O)(=O)c1ccccc1	-1	-2	-1	-1	-0.7	-4	6	2	8
O=C(COC(=O)c1ccc(O)cc1O)N=c1sccn1Cc1ccccc1Cl	7	3	-4	-3	1.0	-9	-8	3	4
COc1ccccc1OCCC(=O)N1CCN(c2ccccc2OC)CC1	4	10	-3	11	-1.5	4	7	2	16
COCCCNC(=O)CSc1nc2c(sc(=S)n2-c2cc(Cl)ccc2OC)c(=O)[nH]1	1	-4	-7	5	0.0	-1	4	0	15
CCOC(=O)CNC(=O)Cn1cnc2c(nnn2-c2ccc(OC)cc2)c1=O	-3	-10	-6	7	0.1	-4	2	0	3
CCOC(=O)c1csc(-n2nc(C)cc2C(F)(F)F)n1	-1	-16	-4	16	-0.2	-3	-2	9	-1
O=C(OCC(=O)N(CCc1ccccc1)Cc1ccccc1)c1cccc(S(=O)(=O)N2CCOCC2)c1	-2	6	10	9	2.6	-32	-11	19	-8
O=C(C1CCN(S(=O)(=O)c2cccc3cccnc23)CC1)N1CCn2c1nc1ccccc12	3	-14	9	2	0.3	-8	5	7	-1
C[C@@]12C(=O)Nc3ccc(F)cc3C(=O)N1[C@H]1c3cc(Br)ccc3OC[C@@H]1[C@@H]2c1ccccc1	-5	11	2	7	3.5	-10	-6	1	-6
Cc1cccc(NC(=O)Nc2cccc(F)c2)n1	-2	-1	-8	-8	-0.5	3	1	-1	10
COCCOC(=O)c1c(C)oc2ccc(NS(=O)(=O)c3ccc(C(=O)O)cc3)cc12	-2	4	-16	-8	-2.1	4	2	0	5
CN(c1ccccc1)S(=O)(=O)c1cccc(NC(=O)CN2CCc3ccccc3C2)c1	-6	-4	40	8	-1.9	-8	-8	2	4
NC(=O)c1cccnc1Nc1ccccc1Cl	0	-6	-7	-10	1.1	0	-3	2	11
CN(C(=O)COC(=O)c1cc2ccccc2cc1O)c1ccccc1	-5	-4	9	6	0.3	5	-3	6	-11
O=S(=O)(Nc1ccc(Nc2ccccc2)cc1)c1ccc(F)cc1	1	-6	-5	12	-0.6	-5	6	2	9
CC(C)C[C@H](NC(=O)NCCc1ccc(Cl)cc1)C(=O)O	-1	2	9	0	-2.0	1	4	1	12
CCN(CC)CCNC(=O)c1ccc2c(=O)n(CCc3ccccc3)c(=O)[nH]c2c1	-4	-3	-24	2	0.0	1	0	0	7
C=CCc1c(C)nc(SCc2nc3ccccc3c(=O)[nH]2)[nH]c1=O	4	-4	-2	-4	-0.5	0	11	1	5
CCCNC1CCS(=O)(=O)C1 (stereo not given)	-1	-2	12	3	-1.2	-2	2	0	10
NC(=O)C1(NC2CCCCC2)CCN(Cc2ccccc2)CC1	-11	-1	-1	-3	2.1	3	1	1	4
Cn1c(O)c(N=NC(=O)CNC(=O)/C=C/c2ccccc2)c2ccccc21	-5	2	6	19	-4.6	-5	-4	1	-4
COc1ccc(-n2c(Cc3cccn3C)nnc2SCC(=O)Nc2cccc(C)c2C)cc1	0	-4	-8	4	1.1	-3	5	-1	4
Cc1ccc(C2C(C#N)=C(N)Oc3c2c(=O)n(C)c(=O)n3C)cc1 (stereo not given)	-4	1	8	0	-1.6	-4	1	0	-2
O=C(Oc1cccc(C(=S)N2CCOCC2)c1)c1cccc([N+](=O)[O-])c1	-4	12	13	2	0.6	-3	-13	1	2
Cc1cc(=O)oc2cc(OCC(=O)N3CCN(C(=O)c4ccco4)CC3)ccc12	1	-1	-12	10	0.6	1	-1	1	4
COc1ccc(NC(=O)c2ccccc2SC)cc1OC	-2	-5	0	-5	-1.4	-2	0	1	6
CC(C(=O)NC1CCCc2ccccc21)N1C(=O)C2CCCCC2C1=O (stereo not given)	-2	-6	6	4	-2.5	1	4	5	-1
O=C1c2ccccc2C(c2nnnn2-c2ccc3c(c2)OCCO3)N1Cc1ccccc1 (stereo not given)	3	-11	nt	-1	nt	1	5	3	nt
O=C(NC(=O)c1ccc(Cl)cc1)Nc1cc(N2CCCCC2)ncn1	-3	10	-29	4	-2.2	-1	0	0	7
Cc1nnc2n1N=C(c1ccc(OC(F)F)cc1)C(C)S2 (stereo not given)	-4	-1	-2	6	-1.4	3	-3	0	10
O=C(CSc1ncnc2ccccc12)NCc1ccco1	0	2	-3	1	-0.7	-2	-9	0	2
COc1ccc(CN(C)C(=O)c2cccc(Oc3ccccc3)c2)c(OC)c1OC	-2	3	20	30*	-1.6	-13	-8	11	-7
O=C(CCc1nnc(CCCc2ccccc2)o1)NC(C1CC1)C1CC1	-1	2	-2	7	-0.8	-10	-5	2	-3
O=C(CNC(=O)c1ccccc1)OCC(=O)N1c2ccccc2Sc2ccccc21	-1	-7	-102	5	38	-6	9	3	-6
CCN(CC(=O)NCc1ccccc1Cl)CC(=O)Nc1c(F)cccc1F	-4	2	2	2	-1.9	9	1	3	8
O=C(NCCc1ccccc1)C(c1cccs1)N(C(=O)CCl)c1ccc(Cl)cc1 (stereo not given)	-7	-6	-41	-5	6.4	-1	-4	1	-2
COc1cc(NC(=O)C2CCN(c3cnccn3)CC2)cc(OC)c1	-1	12	2	3	0.2	1	-5	1	1
CC(=O)c1c(CSc2ccccc2)oc2ccc(O)c(CN(C)C)c12	-4	4	14	8	-0.5	-1	-1	5	12
Cc1cc(C)n2nc(C(=O)N/N=C/c3ccccc3Cl)nc2n1	2	-3	-11	-6	1.2	4	-3	1	4
CSCCC(C(=O)NC(C)(C)C)n1c(-c2cccc(NC(C)=O)c2)nc2ccccc21 (stereo not given)	0	-8	nt	2	nt	-6	5	2	nt
CCOc1ccccc1N1CCN(C(=O)c2ccccc2)CC1	3	5	-9	4	-0.7	-6	-3	3	1
Cc1nc(NC(=O)C2CC2)sc1C(=O)Nc1ccc(Br)cc1	2	5	-16	-5	-0.9	10	-2	4	8
CCOC(=O)c1sc(C)c2c1NC(C)(c1ccccc1)NC2=O (stereo not given)	-6	-5	2	4	-1.0	2	15	-2	4
CN(C(=O)COC(=O)c1ccc(Br)c([N+](=O)[O-])c1)c1c(N)n(Cc2ccccc2)c(=O)[nH]c1=O	-5	-14	4	8	1.9	1	8	1	13
O=C(OC1CCCCC1=O)c1ccc(F)c(S(=O)(=O)N2CCOCC2)c1 (stereo not given)	4	0	19	0	0.7	-3	-2	2	6
Cc1cc(S(=O)(=O)NCc2ccccc2)ccc1OCC(=O)NCc1cccnc1	-2	4	-2	8	0.2	-2	-7	1	7
COc1ccc(OC(=O)COc2cccc(C)c2)cc1	-2	7	6	16	3.1	-1	3	0	9
Cc1cc(C)nc(OC(C(=O)O)C(OCCc2ccccc2)(c2ccc(F)cc2)c2ccc(F)cc2)n1 (stereo not given)	2	4	33	8	2.2	-7	-1	-1	5
Cn1c(C(=O)OC(C(=O)NC2CCCC2)c2cccnc2)cc2sccc21 (stereo not given)	-3	-16	6	-1	-0.9	-7	-3	6	-8
CN1C(=O)[C@@H]2[C@H](C1=O)[C@@H]1C(=O)Nc3ccccc3C(=O)N1[C@@H]2c1cccc(Br)c1	1	9	2	3	0.8	1	6	2	0
COc1cc2c(cc1OC)CN(C(=O)c1cccs1)CC2	1	6	8	3	0.3	-6	3	1	-1

11 entries from above, as comma-separated lines.
Compound,CHRM5 agonist,M4 antag,CRFBP-R2 block,M5 antag,CRFR2-BP ag,CHRM5 PAM,M4 PAM,CHRM4 agonist,M1 PAM
CCOc1ccccc1N1CCN(C(=O)c2ccccc2)CC1,3,5,-9,4,-0.7,-6,-3,3,1
Cc1nc(NC(=O)C2CC2)sc1C(=O)Nc1ccc(Br)cc1,2,5,-16,-5,-0.9,10,-2,4,8
CCOC(=O)c1sc(C)c2c1NC(C)(c1ccccc1)NC2=O (stereo not given),-6,-5,2,4,-1.0,2,15,-2,4
CN(C(=O)COC(=O)c1ccc(Br)c([N+](=O)[O-])c1)c1c(N)n(Cc2ccccc2)c(=O)[nH]c1=O,-5,-14,4,8,1.9,1,8,1,13
O=C(OC1CCCCC1=O)c1ccc(F)c(S(=O)(=O)N2CCOCC2)c1 (stereo not given),4,0,19,0,0.7,-3,-2,2,6
Cc1cc(S(=O)(=O)NCc2ccccc2)ccc1OCC(=O)NCc1cccnc1,-2,4,-2,8,0.2,-2,-7,1,7
COc1ccc(OC(=O)COc2cccc(C)c2)cc1,-2,7,6,16,3.1,-1,3,0,9
Cc1cc(C)nc(OC(C(=O)O)C(OCCc2ccccc2)(c2ccc(F)cc2)c2ccc(F)cc2)n1 (stereo not given),2,4,33,8,2.2,-7,-1,-1,5
Cn1c(C(=O)OC(C(=O)NC2CCCC2)c2cccnc2)cc2sccc21 (stereo not given),-3,-16,6,-1,-0.9,-7,-3,6,-8
CN1C(=O)[C@@H]2[C@H](C1=O)[C@@H]1C(=O)Nc3ccccc3C(=O)N1[C@@H]2c1cccc(Br)c1,1,9,2,3,0.8,1,6,2,0
COc1cc2c(cc1OC)CN(C(=O)c1cccs1)CC2,1,6,8,3,0.3,-6,3,1,-1

Assay outcomes: PubChem BioAssay, several laboratories
